Coupling enz – coupling enzyme interference in Giardia aldolase counter-screen. AID 2472. 290,000 compounds, 0.67% hits. activity change, negative = inhibition, % at 58.2 µM, hits read low. coupling enzyme system counterscreen, AmpLite Red fluorescence; in the data active = activity change below about -30%; also: % is scaled to controls: 0 for no effect and ±100 for the full control effect
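Final compound at 57.5 uM, incubated 10 min at RT with coupling enzyme reagent (glyceraldehyde-3-phosphate), then 20 min with substrate and AmpLite Red detection. Fluorescence read at 525/598 nm; tests interference with the coupling assay, not aldolase inhibition.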
A-T KAP1 phos – potential ataxia-telangiectasia treatments restoring KAP-1 phosphorylation; […] A-T fibroblasts, KAP-1 phosphorylation AlphaLISA; neocarzinostatin DNA damage 30 min before lysis; Potency, µM (titrated, usually from 57.5 µM), for inactives: top-dose activation, actives largely listed as activators; 320,000 compounds, 0.19% hits; also: potency is read from the fitted curve at half-maximal effect; % of control where 0% means no effect; nearly all actives have a fitted effect of over 45% in size
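hTERT-immortalized A-T patient fibroblasts ([…]), 500 cells/well in OPTI-MEM, 1% FBS, got compounds for 60 min, then NCS for 30 min at 37C. Lysates were then assayed for phospho-KAP-1 by AlphaLISA (anti-pKAP1 donor, anti-KAP1 acceptor beads), 6 hr at 25C.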
MBNL1 CUG block – inhibitors of human MBNL1 binding to CUG repeat RNA; Q9NR56; TR-FRET MBNL1-His/biotin-(CUG)12 binding, 665/545 ratio; Potency, µM (doses to about 57.5 µM), inactives show top-dose activity change, negative = inhibition, hits mostly inhibitors; 280,000 compounds, 0.036% hits; AID 2675; active = well fitted inhibition curve with a large enough effect in the signal ratio, with a control signal flat, not every such curve was filed as active; inconclusive = small, poorly fitted or top-dose-only effect, or effect the other way, or a change in a side signal; inactive = no such curve, though single readings can be large or run the other way; the % refers to the signal ratio; also: potency is read from the fitted curve at half-maximal effect; % is scaled to controls: 0 for no effect and ±100 for the full control effect
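TR-FRET readout: Ex 340 nm, 665/545 nm emission ratio, normalized to buffer-only (basal) and MBNL1-(CUG)12 controls. Complex of MBNL1-His with Biotin-(CUG)12, compounds 92 nM–58 uM, incubated 60 min at room temperature.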
KCNH2 WT inh – inhibitors of human wildtype KCNH2 potassium channel. Q12809. U2OS, BacMam KCNH2, thallium flux FluxOr; stronger effect = lower value. activity change, % at 1.84 µM. 340,000 compounds, 0.37% hits. AID 720551;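 active = maximum activity change below -70%; inconclusive = maximum activity change between -70% and -50%; inactive = maximum activity change above -50%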; also: % is scaled to controls: 0 for no effect and ±100 for the full control effect
Target sequence (Q12809 whole entry, looked up): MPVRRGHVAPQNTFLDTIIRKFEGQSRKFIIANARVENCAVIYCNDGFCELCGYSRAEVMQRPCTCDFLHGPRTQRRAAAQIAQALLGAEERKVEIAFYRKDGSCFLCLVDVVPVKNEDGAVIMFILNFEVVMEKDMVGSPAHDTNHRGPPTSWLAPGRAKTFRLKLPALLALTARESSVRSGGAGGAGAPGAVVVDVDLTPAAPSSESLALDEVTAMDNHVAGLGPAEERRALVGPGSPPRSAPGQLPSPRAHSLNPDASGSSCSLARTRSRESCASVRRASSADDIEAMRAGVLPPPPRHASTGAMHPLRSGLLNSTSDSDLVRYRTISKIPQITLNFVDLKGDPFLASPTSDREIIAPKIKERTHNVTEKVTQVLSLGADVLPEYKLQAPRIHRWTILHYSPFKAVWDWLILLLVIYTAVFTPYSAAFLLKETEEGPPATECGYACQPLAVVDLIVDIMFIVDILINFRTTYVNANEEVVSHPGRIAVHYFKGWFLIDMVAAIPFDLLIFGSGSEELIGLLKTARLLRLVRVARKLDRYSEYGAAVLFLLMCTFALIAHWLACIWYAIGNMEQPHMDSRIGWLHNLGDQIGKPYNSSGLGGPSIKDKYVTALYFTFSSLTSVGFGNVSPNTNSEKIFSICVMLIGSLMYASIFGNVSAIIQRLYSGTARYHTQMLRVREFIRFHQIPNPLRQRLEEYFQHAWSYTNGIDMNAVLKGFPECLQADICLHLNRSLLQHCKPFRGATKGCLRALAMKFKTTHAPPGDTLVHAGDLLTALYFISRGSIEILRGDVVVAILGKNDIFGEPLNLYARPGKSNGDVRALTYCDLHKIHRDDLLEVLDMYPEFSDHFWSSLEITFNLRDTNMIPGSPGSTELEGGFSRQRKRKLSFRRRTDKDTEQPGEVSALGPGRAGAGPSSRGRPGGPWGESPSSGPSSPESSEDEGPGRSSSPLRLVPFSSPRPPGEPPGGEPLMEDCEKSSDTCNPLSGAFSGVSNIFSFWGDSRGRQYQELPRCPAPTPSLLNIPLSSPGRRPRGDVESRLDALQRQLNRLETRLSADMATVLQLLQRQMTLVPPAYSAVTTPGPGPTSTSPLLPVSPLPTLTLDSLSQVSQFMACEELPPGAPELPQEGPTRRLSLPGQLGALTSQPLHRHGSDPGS
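U2OS cells were transduced with wild-type KCNH2 virus (2.03 x 10^8 / mL) for 4 h at room temperature, then cultured overnight at 37 C. Thallium flux was read with FluxOr dye. Rate constants were normalized to DMSO controls.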
KCNH2 3.1 inh – inhibitors of human KCNH2 3.1 potassium channel isoform; activity change, % (tested at about 1.8 µM); U2OS KCNH2 3.1, thallium flux FluxOr; stronger effect = lower value; AID 720553; 340,000 compounds, 0.95% hits;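 active = maximum activity change below -70%; inconclusive = maximum activity change from -70% to -50%; inactive = maximum activity change above -50%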;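 also: thallium influx rate constant from kinetic fluorescence after stimulation buffer; % is scaled to controls: 0 for no effect and ±100 for the full control effect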
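Thallium flux read-out: FluxOr dye with Red40 quencher in HBSS/HEPES, 45 min at RT. Rate constants from kinetic reads were normalized to positive and negative DMSO controls. Cells: U2OS virally expressing the 3.1 isoform.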
GALK inh – galactokinase (human) inhibition; P51570; 270,000 compounds, 0.007% hits; Purified GALK, Kinase-Glo residual ATP luminescence; Potency, µM (series often up to 57.5 µM), inactives show at the highest dose activity change, negative = inhibition, actives largely listed as inhibitors; also: potency is read from the fitted curve at half-maximal effect; % is scaled to controls: 0 for no effect and ±100 for the full control effect
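GALK at 5 nM final was combined with compound, 35 uM ATP and 100 uM galactose in HEPES pH8.0 with MgCl2 and DTT. The reaction ran one hour at room temperature before luminescent ATP detection.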
ASM inhibitor – blocks human secretory acid sphingomyelinase. P17405. placental ASM, HMU-PC fluorogenic substrate, 60 min. Potency, µM (highest dose often 57.5 µM), inactives show at the highest dose activity change, negative = inhibition, usual class: inhibitors. 340,000 compounds, 0.006% hits; also: potency is read from the fitted curve at half-maximal effect
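Human placenta-derived ASM enzyme was preincubated with compound for 10 minutes at room temperature, then given fluorogenic substrate HMU-PC0 (9 uM final) for 60 minutes at 37 °C; a pH 10 stop preceded fluorescence reading at Ex 386/Em 447 nm.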
MLL CXXC-DNA inh – blocks binding of human MLL CXXC domain to DNA. 290,000 compounds, 0.037% hits. MLL-CXXC / FITC-HOXA9 DNA fluorescence polarization. Potency, µM (highest dose often 115 µM), for the others: at the top dose activity change, negative = inhibition, actives largely listed as inhibitors. Q03164; active = well fitted inhibition curve with a large enough effect in the polarisation, with a control signal flat, not every such curve was filed as active; inconclusive = small, poorly fitted or top-dose-only effect, or effect the other way, or a change in a side signal; inactive = no such curve, though single readings can be large or run the other way; the % refers to the polarisation; also: potency is read from the fitted curve at half-maximal effect
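Fluorescence polarization: 7 uM MLL-CXXC (stock) preincubated 5 min with compounds, then 50 nM fluorescein-HOX-A9 DNA (stock) added; 30 min ambient. Buffer 50 mM Tris-HCl pH 7.5, 50 mM NaCl, 1 mM DTT, 0.05% BSA.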
TRPV1 agonist – agonists of human vanilloid receptor 1 (TRPV1); Q8NER1; TRPV1-expressing cells, Fluo-8 calcium influx, agonist mode; activation, % at 8.33 µM; 320,000 compounds, 0.19% hits; AID 540275; in the data active = activation above about 80%; inconclusive = between about 30% and that limit; also: 0% is about no effect
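Fluo-8 calcium influx in TRPV1-expressing cells, kinetic read (ex 480/em 520 nm). Compound added and read 3 min for agonist activity, followed by capsaicin at EC20 final and 2 min further read for enhancement.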
a7 integrin act – activates integrin-mediated alleviation for muscular dystrophy | 350,000 compounds, 0.064% hits | Potency, µM (series often up to 38.3 µM), without a hit: at the top dose activation, most hits filed as activators | alpha7betagal myoblasts, beta-gal FDG fluorescence, 48 h;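 also: potency is read from the fitted curve at half-maximal effect; 100% = response of the positive control SU9516; nearly all actives have a fitted effect of over 60% in size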
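alpha7betagal+/- myoblasts (passage 13, 250/well) treated 48 h at 37C with compounds at 1:260 dilution of DMSO stock. Lysed, then beta-galactosidase activity read as FDG fluorescence (ex 480/em 540) after 30 min, with pre-read for autofluorescence.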
* = called active by the depositor; [ ] = remark or other dose. Unless noted, calls follow the shape of the dose curve; as a rule, active = well fitted curve in the direction sought with a large enough effect; inconclusive = small, poorly fitted or top-dose-only effect, or another doubt; inactive = no such curve, though single readings can be large; an effect the other way counts as inactive or inconclusive.

CN1C(=O)C(=O)N(CC(=O)N2CCc3ccccc32)C1=O was read as Coupling enz 3, A-T KAP1 phos -8%, MBNL1 CUG block -12%, KCNH2 WT inh -3, KCNH2 3.1 inh -5, GALK inh 1%, ASM inhibitor 1%, MLL CXXC-DNA inh -5%, TRPV1 agonist 2 and a7 integrin act 5%.
CCOc1ccc(-c2c(C(=O)N/N=C/c3cccs3)nnn2-c2nonc2N)cc1 was read as A-T KAP1 phos 1%, MBNL1 CUG block inconclusive, KCNH2 WT inh -19, KCNH2 3.1 inh -8, GALK inh 4%, ASM inhibitor -11%, MLL CXXC-DNA inh -6%, TRPV1 agonist 28 and a7 integrin act 17%.
`O=C(O)/C(=C\c1cccs1)Sc1nnc(-c2ccc(F)cc2)o1` gave Coupling enz 4, A-T KAP1 phos -2%, MBNL1 CUG block 9%, KCNH2 WT inh 2, KCNH2 3.1 inh 1, GALK inh 1%, ASM inhibitor 0%, MLL CXXC-DNA inh 2%, TRPV1 agonist inconclusive and a7 integrin act 18%.
`CC(COc1ccccc1)OC(=O)Nc1ccccc1` (configuration not stated) gave KCNH2 WT inh -3, KCNH2 3.1 inh 1, ASM inhibitor -2% and a7 integrin act -15%.
Screening CCc1ccccc1OCc1nnc(N)s1 returned Coupling enz -2, A-T KAP1 phos 0%, MBNL1 CUG block 18%, KCNH2 WT inh -4, KCNH2 3.1 inh 9, GALK inh 3%, ASM inhibitor 3%, MLL CXXC-DNA inh -2%, TRPV1 agonist -1 and a7 integrin act -21%.
Cn1c(=O)c2c(ncn2CC(=O)N2CCN(C(=O)c3ccco3)CC2)n(C)c1=O was read as Coupling enz 0, A-T KAP1 phos 1%, MBNL1 CUG block 1%, KCNH2 WT inh 7, KCNH2 3.1 inh -1, GALK inh -2%, ASM inhibitor -1%, MLL CXXC-DNA inh -1%, TRPV1 agonist -3 and a7 integrin act inconclusive.
`CCn1c(Oc2ccccc2F)nc2c1c(=O)n(C)c(=O)n2C` gave Coupling enz 1, A-T KAP1 phos -6%, MBNL1 CUG block -5%, KCNH2 WT inh -3, KCNH2 3.1 inh 5, GALK inh -1%, ASM inhibitor -4%, MLL CXXC-DNA inh -5%, TRPV1 agonist -2 and a7 integrin act 26%.
C=CCNC(=O)CSc1nc2sc(C)c(C)c2c(=O)[nH]1 was read as Coupling enz 1, A-T KAP1 phos 14%, MBNL1 CUG block -5%, KCNH2 WT inh -9, KCNH2 3.1 inh -4, GALK inh -1%, ASM inhibitor -1%, MLL CXXC-DNA inh 5%, TRPV1 agonist 1 and a7 integrin act 3%.
Screening COc1ccc(C2C(C(=O)c3ccc(C)o3)=C(O)C(=O)N2c2cc(C)on2)cc1OC (configuration not stated) returned Coupling enz 0, A-T KAP1 phos -3%, MBNL1 CUG block 37%[activator], KCNH2 WT inh 2, KCNH2 3.1 inh 4, GALK inh 0%, ASM inhibitor -2%, MLL CXXC-DNA inh 3%, TRPV1 agonist -2 and a7 integrin act -15%.
Cc1cccc(OCCOCCN2CCOCC2)c1C was read as Coupling enz 0, A-T KAP1 phos 9%, MBNL1 CUG block 12%, KCNH2 WT inh -7, KCNH2 3.1 inh -3, GALK inh -1%, ASM inhibitor 1%, MLL CXXC-DNA inh -1%, TRPV1 agonist 3 and a7 integrin act 17%.
Screening CCc1c(C)c(C#N)c2nc3ccccc3n2c1Cl returned Coupling enz 5, A-T KAP1 phos 8%, MBNL1 CUG block 17%, GALK inh -3%, MLL CXXC-DNA inh 7% and TRPV1 agonist -2.
For On1nnc2ccccc21 the results were Coupling enz 1, A-T KAP1 phos inconclusive, MBNL1 CUG block -11%, KCNH2 WT inh 0, KCNH2 3.1 inh 3, GALK inh 1%, ASM inhibitor 0%, MLL CXXC-DNA inh 12% and a7 integrin act 21%.
`CCC(=O)Nc1ccc(OCC2CCCO2)cc1` (configuration not stated) gave Coupling enz 0, A-T KAP1 phos 0%, MBNL1 CUG block 1%, KCNH2 WT inh -12, KCNH2 3.1 inh -4, GALK inh 5%, ASM inhibitor -3%, MLL CXXC-DNA inh 2%, TRPV1 agonist -1 and a7 integrin act inconclusive.
For Cc1ccc(-c2nc(SCC(=O)NCCN3C(=O)CSC3=O)[nH]c2-c2ccc(C)cc2)cc1 the results were Coupling enz -1, A-T KAP1 phos 1%, MBNL1 CUG block 12%, GALK inh 0%, MLL CXXC-DNA inh -2% and TRPV1 agonist -7.
COc1ccc(Nc2nccc(-c3cccc(N)c3)n2)cc1 was read as Coupling enz -11, A-T KAP1 phos -2%, MBNL1 CUG block -4%, KCNH2 WT inh -7, KCNH2 3.1 inh 20, GALK inh 3%, ASM inhibitor -7%, MLL CXXC-DNA inh inconclusive, TRPV1 agonist 5 and a7 integrin act inconclusive.
O=C(O)/C=C\C(=O)NCc1cccnc1 was read as Coupling enz -2, A-T KAP1 phos 0%, MBNL1 CUG block 1%, KCNH2 WT inh 10, KCNH2 3.1 inh 8, GALK inh -3%, ASM inhibitor -1%, MLL CXXC-DNA inh -7%, TRPV1 agonist -1 and a7 integrin act 10%.
Cc1ccc(-c2cc[n+](Cc3ccccc3)cc2)cc1 was read as Coupling enz 1, A-T KAP1 phos -1%, MBNL1 CUG block 23%, KCNH2 WT inh 5, KCNH2 3.1 inh -1, GALK inh 1%, ASM inhibitor -2%, MLL CXXC-DNA inh 7%, TRPV1 agonist -2 and a7 integrin act -48%[inhibitor].
For C=CCS(=O)(=O)N1CCCC(Cc2ccccc2C)(C(=O)OCC)C1 (configuration not stated) the results were Coupling enz -4, A-T KAP1 phos 4%, MBNL1 CUG block 2%, KCNH2 WT inh 0, KCNH2 3.1 inh 1, GALK inh 2%, ASM inhibitor 0%, MLL CXXC-DNA inh -4%, TRPV1 agonist 4 and a7 integrin act 23%.
CCN1CCCC1CNS(=O)(=O)c1ccc(Br)cc1 (configuration not stated) was read as Coupling enz 4, A-T KAP1 phos 2.8µM*, MBNL1 CUG block -15%, KCNH2 WT inh 17, KCNH2 3.1 inh -9, GALK inh -2%, ASM inhibitor 7%, MLL CXXC-DNA inh 28%, TRPV1 agonist 0 and a7 integrin act -15%.
N/C(CCS(=O)(=O)c1ccc(Cl)cc1)=N\OC(=O)c1ccccc1Cl was read as Coupling enz 1, A-T KAP1 phos 6%, MBNL1 CUG block 6%, KCNH2 WT inh -1, KCNH2 3.1 inh 5, GALK inh 0%, ASM inhibitor 0%, MLL CXXC-DNA inh 4%, TRPV1 agonist 17 and a7 integrin act 9%.
For O=C(COC(=O)CC1Sc2ccccc2NC1=O)NCc1ccccc1 (configuration not stated) the results were A-T KAP1 phos -7%, KCNH2 WT inh -2, KCNH2 3.1 inh 5, ASM inhibitor -2%, TRPV1 agonist 28 and a7 integrin act 28%.
Screening O=C(c1ccc(-c2ccccc2)cc1)c1ccc([N+](=O)[O-])cc1 returned Coupling enz 3, A-T KAP1 phos 4%, MBNL1 CUG block 6%, GALK inh 0%, MLL CXXC-DNA inh -3% and TRPV1 agonist 5.
`COc1cccc2cc(C(=O)CS(=O)(=O)c3ccc(C)cc3)c(=O)oc12` gave A-T KAP1 phos 6%, MBNL1 CUG block 8%, KCNH2 WT inh -2, KCNH2 3.1 inh -7, GALK inh -1%, ASM inhibitor 5%, MLL CXXC-DNA inh inconclusive, TRPV1 agonist 3 and a7 integrin act 4%.
For CC(NS(=O)(=O)c1ccccc1)C(=O)Nc1ccc2c(c1)OCCO2 (configuration not stated) the results were A-T KAP1 phos 4%, MBNL1 CUG block 2%, KCNH2 WT inh -9, KCNH2 3.1 inh 4, GALK inh -4%, ASM inhibitor -1%, MLL CXXC-DNA inh 2%, TRPV1 agonist 2 and a7 integrin act -14%.

2 successive records from above, quoted:
`COc1cccc2cc(C(=O)CS(=O)(=O)c3ccc(C)cc3)c(=O)oc12` gave A-T KAP1 phos 6%, MBNL1 CUG block 8%, KCNH2 WT inh -2, KCNH2 3.1 inh -7, GALK inh -1%, ASM inhibitor 5%, MLL CXXC-DNA inh inconclusive, TRPV1 agonist 3 and a7 integrin act 4%.
For CC(NS(=O)(=O)c1ccccc1)C(=O)Nc1ccc2c(c1)OCCO2 (configuration not stated) the results were A-T KAP1 phos 4%, MBNL1 CUG block 2%, KCNH2 WT inh -9, KCNH2 3.1 inh 4, GALK inh -4%, ASM inhibitor -1%, MLL CXXC-DNA inh 2%, TRPV1 agonist 2 and a7 integrin act -14%.
